Screening results: PubChem BioAssay, National Center for Advancing Translational Sciences (NCATS)
Pol beta inh = inhibitors of human DNA polymerase beta. Pol beta primer extension/strand displacement, fluorescence kinetic. AID 485314. Potency, µM (series often up to 114 µM), for the others: at the top dose activity change, negative = inhibition, hits mostly inhibitors. 340,000 tested, 1.3% active; note: potency is the fitted concentration of half-maximal effect; % is set by controls: 0 for no effect and ±100 for the full control effect
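Preincubation: enzyme (10 nM) with compound, 15 min, RT. Reaction: substrate added to 50 nM final. Reads: 0 and 10 min. Analysis: normalized, Hill fit.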
Pol iota inh = blocks human DNA polymerase iota activity; Pol iota fluorescent replication assay, 10 min; 390,000 tested, 1% active; Potency, µM (series often up to 115 µM), for inactives: at the top dose activity, negative = inhibition, actives largely listed as inhibitors; Q9UNA4; note: potency is the fitted concentration of half-maximal effect
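Pol iota at 10 nM preincubated 15 min with compounds at room temperature; reaction started with fluorescent substrate, 50 nM final. Fluorescence read kinetically at 0 and 10 min; buffer-only wells as negative control.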
Pol eta inh = blocks human DNA polymerase eta activity; Potency, µM (titrated, usually from 114 µM), for the others: at the top dose activity change, negative = inhibition, usual class: inhibitors; recombinant Pol eta, fluorescent DNA replication assay; AID 588591; 390,000 tested, 1.2% active; Q9Y253; note: potency is the fitted concentration of half-maximal effect; % is set by controls: 0 for no effect and ±100 for the full control effect
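Fluorescent replication assay: 50 nM final substrate added after a 15 min room-temperature compound preincubation with 10 nM enzyme. Signal taken at 0 min and again at 10 min.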
APEX1 inh = APE1 (human) endonuclease inhibition | Potency, µM (series often up to 65.8 µM), without a hit: at the highest dose activity change, negative = inhibition, most hits filed as inhibitors | 350,000 tested, 0.35% active | recombinant APE1, TAMRA/BHQ-2 abasic DNA cleavage fluorescence | P27695 | AID 2517;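 note: potency is the fitted concentration of half-maximal effect; plate controls were vehicle for no effect and reference inhibitor for full effect; nearly all actives have a fitted effect of over 55% in size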
Target sequence (P27695 whole entry, looked up): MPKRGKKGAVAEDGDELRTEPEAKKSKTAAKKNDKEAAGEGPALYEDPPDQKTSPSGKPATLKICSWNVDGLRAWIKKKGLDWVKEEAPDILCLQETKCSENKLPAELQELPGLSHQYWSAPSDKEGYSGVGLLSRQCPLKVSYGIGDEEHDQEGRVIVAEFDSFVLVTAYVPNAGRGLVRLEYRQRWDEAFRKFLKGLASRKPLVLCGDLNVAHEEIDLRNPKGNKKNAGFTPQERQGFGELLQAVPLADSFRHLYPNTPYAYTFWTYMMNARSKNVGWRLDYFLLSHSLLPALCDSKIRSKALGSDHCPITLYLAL
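Measures dequenching upon AP-site incision of a 5'-TAMRA/3'-BHQ-2 THF-containing duplex, 50 nM; human APE1 0.75 nM after 15 min room-temperature exposure to compound; kinetic three-point read at one-minute spacing.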
RXFP1 antagonist = antagonists of human relaxin receptor RXFP1; Q9HBX9; 350,000 tested, 0.59% active; HEK293-RXFP1, relaxin-stimulated cAMP HTRF, 30 min; active compounds read low; activity change, negative = inhibition, % at 57.5 µM; AID 1259400;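 active = activity change of -60% or lower, but not beyond a set lower limit; inconclusive = change between -60% and -40%, or beyond the set limit; inactive = change above -40%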; note: % is set by controls: 0 for no effect and ±100 for the full control effect
PGK inhibitor = T. brucei PGK inhibition | P07378 | PGK/GAPDH coupled, Kinase-Glo luminescence, 60 min | 380,000 tested, 0.043% active | Potency, µM (doses to about 57.5 µM), for inactives: at the top dose activity change, negative = inhibition, hits mostly inhibitors; note: potency is the fitted concentration of half-maximal effect; % is set by controls: 0 for no effect and ±100 for the full control effect; nearly all actives have a fitted effect of over 60% in size
Target sequence (P07378 whole entry, looked up): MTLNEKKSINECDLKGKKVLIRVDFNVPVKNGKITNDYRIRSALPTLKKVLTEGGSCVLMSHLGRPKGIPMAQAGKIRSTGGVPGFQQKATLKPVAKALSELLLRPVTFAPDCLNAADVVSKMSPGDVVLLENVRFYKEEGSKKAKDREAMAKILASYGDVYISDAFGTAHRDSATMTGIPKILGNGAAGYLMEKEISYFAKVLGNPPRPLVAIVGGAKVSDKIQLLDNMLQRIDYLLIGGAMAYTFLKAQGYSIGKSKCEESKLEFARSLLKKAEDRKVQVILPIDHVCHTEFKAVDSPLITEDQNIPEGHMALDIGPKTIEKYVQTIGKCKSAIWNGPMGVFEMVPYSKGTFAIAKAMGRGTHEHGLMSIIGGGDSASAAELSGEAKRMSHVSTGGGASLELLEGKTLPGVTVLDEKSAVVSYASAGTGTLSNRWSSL
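Luminescent ATP detection (Kinase-Glo Plus) follows a 60-minute room-temperature incubation, with wells lacking PGK as controls. Buffer: 100 mM TEA (pH 7.6), 5 mM MgCl2, 0.01% Tween-20. Coupling enzyme GAPDH (100 nM final) supplies unstable 1,3-BPG in-well.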
BLM inh = blocks DNA unwinding by human BLM helicase; recombinant BLM DNA unwinding, fluorescence dequenching; Potency, µM (titrated, usually from 56.1 µM), for the others: top-dose activity change, negative = inhibition, usual class: inhibitors; 350,000 tested, 0.2% active; AID 2528;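 note: potency is the fitted concentration of half-maximal effect; plate controls were vehicle for no effect and no enzyme for full effect; nearly all actives have a fitted effect of over 35% in size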
POLK inh = blocks human DNA polymerase kappa activity; 400,000 tested, 0.53% active; AID 588579; purified Pol kappa, fluorescent DNA synthesis assay, 10 min; Q9UBT6; Potency, µM (doses to about 107 µM), without a hit: top-dose activity, negative = inhibition, actives largely listed as inhibitors; note: potency is the fitted concentration of half-maximal effect; % is set by controls: 0 for no effect and ±100 for the full control effect
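Inhibition of 10 nM Pol kappa is measured by a fluorescent read-out at 0 and 10 min following addition of 50 nM substrate (final), with a 15-min room-temperature compound preincubation.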
Apoferritin bind = candidate novel general anesthetic via apoferritin binding; P02791; apoferritin/1-aminoanthracene competitive binding, fluorescence; Potency, µM (doses to about 77.5 µM), for inactives: at the highest dose activity change, negative = displacement, hits mostly inhibitors; 350,000 tested, 0.074% active; AID 485281; note: potency is the fitted concentration of half-maximal effect; % is set by controls: 0 for no effect and ±100 for the full control effect; nearly all actives have a fitted effect of over 20% in size
Target sequence (P02791 2-175 limits assumed): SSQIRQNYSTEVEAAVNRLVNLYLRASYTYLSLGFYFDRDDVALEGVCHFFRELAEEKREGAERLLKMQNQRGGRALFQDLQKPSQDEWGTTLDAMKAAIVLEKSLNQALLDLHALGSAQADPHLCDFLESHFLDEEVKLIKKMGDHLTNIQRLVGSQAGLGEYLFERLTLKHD
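Concentration-response curves derived by four-parameter Hill fitting of normalized fluorescence, where compounds displaced 1-AMA from 10 uM horse apoferritin following a brief 10 min room-temperature incubation; propofol titration acted as positive control.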
An asterisk follows results filed as active; [ ] = remark or other dose. Unless noted, calls come from the whole dose curve; as a rule, active = well fitted curve in the direction sought with a large enough effect; inconclusive = small, poorly fitted or top-dose-only effect, or another doubt; inactive = no such curve, though single readings can be large; an effect the other way counts as inactive or inconclusive. Some of the compounds tested, so the mix of outcomes need not match the whole.

For O=C(O)c1ccc(-n2ccnc2)c([N+](=O)[O-])c1 the results were Pol beta inh 63%, Pol iota inh -11%, Pol eta inh -3%, APEX1 inh 17%, RXFP1 antagonist -1, PGK inhibitor inactive, BLM inh 1%, POLK inh -5% and Apoferritin bind 1%.
`C/C(=N\NC(=O)C1CC1)c1ccc(Cl)c(Cl)c1` gave Pol beta inh 0%, Pol iota inh 4%, Pol eta inh 8%, APEX1 inh -8%, RXFP1 antagonist 0, PGK inhibitor -4%, BLM inh -1%, POLK inh -17% and Apoferritin bind -7%.
`O=c1c(Cl)c(Cl)cnn1Cc1ccc(F)cc1` gave Pol beta inh 3%, Pol iota inh 12%, Pol eta inh -17%, APEX1 inh -2%, RXFP1 antagonist -12, PGK inhibitor -9%, BLM inh -8%, POLK inh -1%[60.1 µM] and Apoferritin bind -18%.
CC1CCN(S(=O)(=O)c2c[nH]c(=O)[nH]c2=O)CC1 was read as Pol iota inh 20%, Pol eta inh -11%, APEX1 inh 11%, RXFP1 antagonist 7, PGK inhibitor -5% and POLK inh 3%.
For O=C(O)CC12CC3CC(C1)CC(n1ncc(N4CCC5(CC4)OCCO5)c(Cl)c1=O)(C3)C2 the results were Pol beta inh 6%, Pol iota inh -10%, Pol eta inh -8%, APEX1 inh -3%, RXFP1 antagonist -4, PGK inhibitor -7%, BLM inh -7%, POLK inh 9% and Apoferritin bind 12%.
CN(C)/N=C/c1ccc(Sc2ccccc2[N+](=O)[O-])o1 was read as Pol beta inh -27%, Pol iota inh inconclusive, Pol eta inh 4%, APEX1 inh -3%, RXFP1 antagonist -14, PGK inhibitor -3%, BLM inh -7%, POLK inh -9% and Apoferritin bind inconclusive.
CC(Oc1ccc(Cl)cc1Cl)C(=O)NCCC1=CCCCC1 (stereo not given) was read as Pol beta inh -1%, Pol iota inh 5%, Pol eta inh inconclusive, APEX1 inh 7%, RXFP1 antagonist -13, PGK inhibitor 9%, BLM inh -8%, POLK inh -17% and Apoferritin bind -13%.
Screening CC(=O)Oc1c(C)cc(Cl)cc1C(=O)Nc1ccc([N+](=O)[O-])cc1Cl returned Pol beta inh 2%, Pol iota inh 6%, Pol eta inh -20%, APEX1 inh -3%, RXFP1 antagonist -16, PGK inhibitor -4%, BLM inh -4%, POLK inh -3%[60.1 µM] and Apoferritin bind 2%.
Screening O=C(NCCCN1CCCC1=O)c1cncc(Br)c1 returned Pol beta inh -3%, Pol iota inh -4%, Pol eta inh -6%, APEX1 inh 27%, RXFP1 antagonist 8, PGK inhibitor 1%, BLM inh -9%, POLK inh -12% and Apoferritin bind 6%.
Cc1cccc(CN2CCN(c3ccccn3)CC2)c1 was read as Pol iota inh 18%, Pol eta inh -16%, RXFP1 antagonist 3, PGK inhibitor 5% and POLK inh 5%.
`Cc1nc(NS(=O)(=O)c2ccccc2)sc1C(C)(C)C` gave Pol beta inh 9%, Pol iota inh -15%, Pol eta inh -2%, APEX1 inh -6%, RXFP1 antagonist -6, PGK inhibitor 0%, BLM inh -7%, POLK inh -6% and Apoferritin bind 7%.
`COCCOc1ccc(C(F)(F)F)cc1NC(=O)c1ccc(C)cc1` gave Pol beta inh 3%, Pol iota inh 25%, Pol eta inh 4%, APEX1 inh 8%, RXFP1 antagonist -23, PGK inhibitor 10%, BLM inh -5%, POLK inh -14% and Apoferritin bind 0%.
O=C(COC(=O)c1ccc[nH]c1=O)NC1CC1 was read as Pol iota inh 17%, Pol eta inh -15%, APEX1 inh 16%, RXFP1 antagonist 8, PGK inhibitor -10% and POLK inh -2%.
Screening O=C(N/N=C/c1ccccn1)c1ccc([N+](=O)[O-])cc1 returned Pol beta inh -29%, Pol iota inh 62%[activator], Pol eta inh -10%, APEX1 inh 2%, RXFP1 antagonist -11, PGK inhibitor -2%, BLM inh 1%, POLK inh 6% and Apoferritin bind -7%.
Cc1cc2c(cc1S(=O)(=O)N1CCOCC1)NC(=O)CO2 was read as Pol beta inh -6%, Pol iota inh 32%[activator], Pol eta inh -9%, APEX1 inh 12%[12.4 µM], RXFP1 antagonist -16, PGK inhibitor 7%, BLM inh 0%, POLK inh 2% and Apoferritin bind 1%.
Screening NC(=O)COc1ccc(Cc2ncc(C(F)(F)F)cc2Cl)cc1 returned Pol beta inh -24%, Pol iota inh 91%[activator], Pol eta inh -10%, APEX1 inh 7%, RXFP1 antagonist 2, PGK inhibitor 1%, BLM inh -1%, POLK inh -1% and Apoferritin bind inconclusive.
O=C(CSC1=NS(=O)(=O)c2cc(Cl)ccc2N1)NCc1ccccc1 was read as Pol iota inh inconclusive, Pol eta inh 0%, APEX1 inh -3%, RXFP1 antagonist -12, PGK inhibitor 3% and POLK inh -20%.
For O=S(=O)(NCC(c1cccnc1)N1CCN(c2ccc(F)cc2)CC1)c1ccccc1 (stereo not given) the results were Pol iota inh 9%, Pol eta inh -16%, RXFP1 antagonist 18 and POLK inh -9%.
`COCCCNC(=S)N/N=C/c1ccc(OC)cc1` gave Pol beta inh -1%, Pol iota inh 12%, Pol eta inh -15%, APEX1 inh -3%, RXFP1 antagonist -10, PGK inhibitor inactive, BLM inh -3%, POLK inh 1% and Apoferritin bind -11%.
`COc1ccc2c3n(nc2c1)CCN=C3c1cc(Cl)c(N)c(Cl)c1` gave Pol iota inh 55%, Pol eta inh -15%, APEX1 inh 21%, PGK inhibitor inactive and POLK inh -1%.
For COc1ccc(CCNS(=O)(=O)c2cc(C(=O)O)c(Cl)cc2Cl)cc1 the results were Pol beta inh 0%, Pol iota inh -2%, Pol eta inh -3%, APEX1 inh 1%, RXFP1 antagonist -7, PGK inhibitor -1%, BLM inh -1%, POLK inh -11% and Apoferritin bind -2%.
`COc1cccc(-c2ccc(SCC(=O)N3CCc4ccccc43)nn2)c1` gave Pol beta inh -20%, APEX1 inh 14%, BLM inh 5% and Apoferritin bind 9%.
`COc1ccc2c(CNCC(C)c3ccccc3)c(C(=O)O)n(Cc3ccc(F)cc3Cl)c2c1` (stereo not given) gave Pol beta inh 5%, Pol iota inh 24%, Pol eta inh -1%, PGK inhibitor -4%, BLM inh 2%, POLK inh -19% and Apoferritin bind 3%.
Screening O=c1[nH]c2ccccc2n1Cc1ccc(Cl)cc1 returned Pol beta inh -4%, Pol iota inh 18%, Pol eta inh -19%, APEX1 inh -3%, RXFP1 antagonist -5, PGK inhibitor 3%, BLM inh -2%, POLK inh -3% and Apoferritin bind inconclusive.
For COc1cc(OC)cc(C(=O)NNC(=O)c2ccc3c(c2)OCCO3)c1 the results were Pol iota inh 7%, Pol eta inh -10%, APEX1 inh 50%[activator], RXFP1 antagonist -8, PGK inhibitor 2% and POLK inh -12%.
Screening NNC(=O)c1ccc(CN2CCCCC2)o1 returned Pol beta inh -2%, Pol iota inh 22%, Pol eta inh -19%, APEX1 inh -2%, RXFP1 antagonist 1, PGK inhibitor 0%, BLM inh -1%, POLK inh -15% and Apoferritin bind -14%.
CC1CCCC(NCC(=O)Nc2ccc(C(N)=O)cc2)C1C (stereo not given) was read as Pol beta inh inconclusive, Pol iota inh 33%[activator], Pol eta inh -6%, APEX1 inh -5%, RXFP1 antagonist -4, PGK inhibitor 6%, BLM inh 2%, POLK inh -11% and Apoferritin bind -4%.
Screening CC(=O)O[C@@H]1C[C@H]2C(C)(C)C(=O)C=C[C@]2(C)[C@H]2CC[C@@]3(C)[C@H](c4ccoc4)OC(=O)[C@H]4O[C@]43[C@@]21C returned Pol beta inh 3%, Pol iota inh 13%, Pol eta inh -12%, APEX1 inh -4%, PGK inhibitor inactive, BLM inh -6%, POLK inh -13% and Apoferritin bind -8%.
Screening CCCCN(CC)Cc1c(C)[nH]c2ccccc2c1=O returned Pol beta inh -2%, Pol iota inh -9%, Pol eta inh -10%, APEX1 inh -1%, RXFP1 antagonist -10, PGK inhibitor -4%, BLM inh 0%, POLK inh -14% and Apoferritin bind -6%.
`O=C(c1ccc(N2CCCCS2(=O)=O)cc1)N1CCN(c2ccc(N3CCOCC3)nn2)CC1` gave Pol beta inh inconclusive, Pol iota inh 0%, Pol eta inh -16%, APEX1 inh -4%, PGK inhibitor -7%, BLM inh 1%, POLK inh -10% and Apoferritin bind 67%[activator].
For Cc1cc([N+](=O)[O-])nn1CC(=O)Nc1sc2c(c1C(N)=O)CCCC2 the results were Pol beta inh 0%, Pol iota inh inconclusive, Pol eta inh -11%, APEX1 inh inconclusive, RXFP1 antagonist -27, PGK inhibitor 1%, BLM inh -5%, POLK inh -25% and Apoferritin bind -10%.
`S=C(Nc1ccc(Br)cc1Cl)NC1CCN(Cc2ccccc2)CC1` gave Pol beta inh -22%, Pol iota inh 38%[activator], Pol eta inh -4%, APEX1 inh -4%, RXFP1 antagonist -6, PGK inhibitor -9%, BLM inh 3%, POLK inh -5% and Apoferritin bind -21%.

Pulled by structure from above:
Screening NNC(=O)c1ccc(CN2CCCCC2)o1 returned Pol beta inh -2%, Pol iota inh 22%, Pol eta inh -19%, APEX1 inh -2%, RXFP1 antagonist 1, PGK inhibitor 0%, BLM inh -1%, POLK inh -15% and Apoferritin bind -14%.
Screening CCCCN(CC)Cc1c(C)[nH]c2ccccc2c1=O returned Pol beta inh -2%, Pol iota inh -9%, Pol eta inh -10%, APEX1 inh -1%, RXFP1 antagonist -10, PGK inhibitor -4%, BLM inh 0%, POLK inh -14% and Apoferritin bind -6%.
CC1CCCC(NCC(=O)Nc2ccc(C(N)=O)cc2)C1C (stereo not given) was read as Pol beta inh inconclusive, Pol iota inh 33%[activator], Pol eta inh -6%, APEX1 inh -5%, RXFP1 antagonist -4, PGK inhibitor 6%, BLM inh 2%, POLK inh -11% and Apoferritin bind -4%.
For COc1cc(OC)cc(C(=O)NNC(=O)c2ccc3c(c2)OCCO3)c1 the results were Pol iota inh 7%, Pol eta inh -10%, APEX1 inh 50%[activator], RXFP1 antagonist -8, PGK inhibitor 2% and POLK inh -12%.
